All columns: NCI-60 one-dose screen, growth in % after 48 h at 10 µM unless noted; 100 = growth as untreated, 0 = no growth, -100 = all killed.
SN12C: SN12C renal cancer cells | actives 3.8% (n = 81,000) | AID 1794767
TK-10: TK-10 renal cancer cells | actives 3.9% (n = 81,000)
IGROV1: IGROV1 ovarian cancer; actives 4.7% (n = 79,000)
UO-31: UO-31 renal cancer. actives 5.2% (n = 81,000)
786-0: 786-0 renal cancer cells; actives 5.1% (n = 81,000); AID 1794775
CAKI-1: CAKI-1 renal cancer; AID 1794772; actives 4.7% (n = 75,000)
ACHN: ACHN renal cancer. actives 4.9% (n = 81,000). AID 1794771
NCI/ADR-RES: NCI/ADR-RES ovarian cells | actives 4.4% (n = 81,000)
* hit, by the source's call; . = no result given; & = joins results of further samples. How the source made its calls: active means growth percent below 10; inactive means the rest.

Molecule	SN12C	TK-10	IGROV1	UO-31	786-0	CAKI-1	ACHN	NCI/ADR-RES
Cc1cc2c(c(C)c1Cl)C(=O)/C(=C/c1cccc([N+](=O)[O-])c1)O2	97	129	97	96	101	92	107	101
COc1cc(C2C3=C(COC3=O)N(CCO)c3cc4c(cc32)OCCO4)cc(OC)c1O (configuration not stated)	40	47	27	60	20	40	37	83
c1cc2cccc3c2c(c1)c1c2c4cccc5cccc(c54)c2c2c4cccc5cccc(c54)c2c31	104	112	102	83	102	94	86	111
CCOC(=O)c1c(SC)nn(-c2cc(=O)[nH]c3ccc(Br)cc23)c1N	108	110	102	81	98	87	98	100
COc1ccc(-n2cnc3cc(C(=O)N4CCCCC4)ccc32)cc1	95	110	112	97	100	99	98	107
Cc1nc(NCc2ccco2)c2cn[nH]c2n1	100	105	98	72	102	92	101	.
Nc1ncnc2c1C(c1ccccc1)c1ccc3ccccc3c1O2 (configuration not stated)	74	96	78	56	90	81	81	81
Cc1[nH]c(/C=C/C(=O)c2ccc(C(F)(F)F)c(F)c2)c(C)c1C(=O)NCC(C)C	98	109	107	92	103	95	101	99
COc1ccc2cc(C(C)C(=O)Nc3ccc(S(N)(=O)=O)cc3)ccc2c1 (configuration not stated)	106	100	101	82	92	85	96	102
CC(C)(C)n1cc(-c2ccnc(NCCCNS(=O)(=O)c3ccc(Cl)cc3)n2)c(-c2ccc(Cl)c(O)c2)n1	81	127	100	81	92	76	83	84
O=C(CN1C(=O)S/C(=C\C(Cl)=C\c2ccccc2)C1=O)Nc1cccc2nonc12	77	169	74	73	97	80	80	79
CCN(CC)CCNC(=O)c1ccc(C(=O)NCCN(CC)CC)cc1	.	101	124	99	103	104	105	108

Quoted at random: 2 records from the list, in no set order.
Molecule	SN12C	TK-10	IGROV1	UO-31	786-0	CAKI-1	ACHN	NCI/ADR-RES
Cc1[nH]c(/C=C/C(=O)c2ccc(C(F)(F)F)c(F)c2)c(C)c1C(=O)NCC(C)C	98	109	107	92	103	95	101	99
Cc1cc2c(c(C)c1Cl)C(=O)/C(=C/c1cccc([N+](=O)[O-])c1)O2	97	129	97	96	101	92	107	101

Continued:
Molecule	SN12C	TK-10	IGROV1	UO-31	786-0	CAKI-1	ACHN	NCI/ADR-RES
N/C(=N\c1nc2ccccc2s1)NC(=O)Nc1ccccc1Br	-39*	-16*	12	11	-25*	-17*	-39*	-57*
C=C(C)[C@@H]1CC[C@]2(C(=O)NCCCCCCC(CCCN)CCCN)CC[C@]3(C)[C@H](CC[C@@H]4[C@@]5(C)CCC(=O)C(C)(C)[C@@H]5CC[C@]43C)[C@@H]12	99	113	106	86	103	91	110	108
CCN(CC)CCOC(=O)c1ccc(N=C=S)cc1	93	124	107	106	100	77	97	94
CCOC(=O)C1=C(C)NC(SCc2cc(=O)oc3ccc(F)cc23)=N[C@@H]1c1cccc2ccccc12	93	105	99	80	93	88	92	99
Cc1ccc(C)c(OCCCC(C)(C)C(=O)O)c1	98	.	104	76	103	95	95	112
CCCCCn1sc(=O)n(Cc2ccc(CNC(=O)OCc3ccc4c(Br)cc(Br)c(O)c4n3)cc2)c1=O	69	82	54	28	83	63	31	13
CCCCCC[C@@H](O)C/C=C\CCCCCCCC(=O)OC	101	99	102	91	109	106	109	104
COc1ccccc1[C@H]1c2[nH]c3ccccc3c2C[C@H]2C(=O)N(CCCCCCC(=O)NO)CC(=O)N12	57	48	41	45	89	56	35	72
N#Cc1ccccc1-c1ccc(CN2C(=O)S/C(=C\c3ccc([N+](=O)[O-])cc3)C2=O)cc1	103	106	110	101	105	95	108	106
Cc1sc(NC(=O)c2ccccc2)c(C(c2cccs2)N2CCN(c3ccccc3)CC2)c1C (configuration not stated)	83	95	.	101	95	104	101	117
C#CCCC(=O)NCCN1CCOCC1	107	103	110	85	91	111	106	102
NC(=O)CC1CCCCC1	103	107	116	95	99	93	105	116
CCNC(=O)N1CCN(C(=O)NCC)CC1	115	104	113	96	100	110	114	115
CN1C(=O)C(=Cc2cn(C(=O)c3c(Cl)cccc3Cl)c3ccccc23)C(=O)N(C)C1=O	93	114	100	78	111	80	96	88
COc1cc(-c2nn(-c3cccc(NC(=O)CN4CCN(C)CC4)c3)cc2-c2ccncc2)ccc1Cl	108	102	102	90	101	98	102	98
O=S(=O)(O)c1ccc(N=Nc2ccc(N=Nc3ccc(O)cc3)cc2)cc1	103	100	106	87	103	.	105	99
Cc1nc(-c2cc3ccccc3oc2=O)ccc1C(=O)/C=C/c1ccccc1	95	.	108	88	99	92	108	99
CNC1=C([N+](=O)[O-])C(c2ccc(OC)cc2)C(C#N)=C(c2cccs2)O1 (configuration not stated)	105	124	108	81	110	94	109	107
CCOC(=O)c1cc(-c2ccc(Cl)cc2)[nH]c1NNC(C)=O	136	117	97	60	90	103	118	114
COc1ccc(-c2cc(-c3ccc(OC)cc3)n3nc(NC(C)=O)nc3n2)cc1	117	107	107	84	96	97	100	101
Cc1nnsc1C(=O)NCc1c(F)cccc1Cl	102	106	122	97	85	.	105	98
O=[N+]([O-])c1ccc(-c2noc(-c3cccs3)n2)cc1	84	101	96	.	76	78	60	82
CCN(CC)CCCC(C)Nc1cc(OC)cc2cccnc12 (configuration not stated)	105	102	110	74	108	101	102	91
CC(C)CNC(=S)N/N=C/c1ccccc1	96	102	110	85	96	98	101	96

Molecules from the list above with a nitro group on carbon (4):
Molecule	SN12C	TK-10	IGROV1	UO-31	786-0	CAKI-1	ACHN	NCI/ADR-RES
Cc1cc2c(c(C)c1Cl)C(=O)/C(=C/c1cccc([N+](=O)[O-])c1)O2	97	129	97	96	101	92	107	101
N#Cc1ccccc1-c1ccc(CN2C(=O)S/C(=C\c3ccc([N+](=O)[O-])cc3)C2=O)cc1	103	106	110	101	105	95	108	106
CNC1=C([N+](=O)[O-])C(c2ccc(OC)cc2)C(C#N)=C(c2cccs2)O1 (configuration not stated)	105	124	108	81	110	94	109	107
O=[N+]([O-])c1ccc(-c2noc(-c3cccs3)n2)cc1	84	101	96	.	76	78	60	82

(further entries)
Molecule	SN12C	TK-10	IGROV1	UO-31	786-0	CAKI-1	ACHN	NCI/ADR-RES
Cn1c(O)c(C(=NCCN)c2ccccc2)c(=O)n(C)c1=O	102	106	96	101	87	99	105	99
CN(C)c1ccc(C=C2C=CC=C2)cc1	104	111	98	83	105	104	99	97
O=C(O)c1nn(-c2ccccc2)nc1N1CCOCC1	103	96	106	94	102	95	107	106
O=C(N/N=C1\c2ccccc2-c2cccc(C(=O)O)c21)c1ccc(Cl)cc1	94	111	83	76	97	83	98	100
Nc1nc(CSc2n[nH]c(N)n2)nc(Nc2ccccc2)n1	101	99	108	87	96	88	99	105
O=C1C(Nc2ccc(S(=O)(=O)Nc3ccccn3)cc2)=C(Cl)C(=O)c2ncccc21	91	79	111	47	112	101	57	91
Cc1cccc2c1ccc1cc(C(C)C)ccc12	100	125	98	87	104	95	105	105
Cc1cc(O)c(/C=N/C(=S)NCc2ccccc2)c(=O)o1	99	112	114	92	99	98	95	105
O=C(Nc1ccc2c(O)cc(S(=O)(=O)O)cc2c1)c1ccccc1	98	100	105	88	96	.	103	101
C#CCOCC1CNC(=S)O1 (configuration not stated)	109	100	96	99	102	117	104	112
NNC(=O)CN1C(=O)NC2NC(=O)NC21 (configuration not stated)	101	100	106	95	104	94	106	106
Nc1nc(SC2CCCCC2)c2[nH]cnc2n1	94	119	66	72	91	105	93	106
COc1cc2c(Nc3ccc(F)c(Cl)c3)ncnc2c(OC)c1OC	92	.	110	72	127	88	107	108
O=C(Nc1ccc(Cl)cc1)Oc1c(Cl)c(Cl)c(Cl)c(Cl)c1Cl	98	115	86	79	95	86	88	94
c1ccc(-c2noc(-c3ccccc3)n2)cc1	97	101	108	77	102	94	100	103
Clc1ccc(C2=CCCCC2)cc1	105	113	113	94	110	102	97	110
CN(C)CCCC(=O)Nc1ccc(Cn2nnc3c2C(=O)c2nnn(Cc4ccc(NC(=O)CCCN(C)C)cc4)c2C3=O)cc1	-29*	116	57	95	97	91	102	108
O=C(c1ccccc1)c1ccc2nc(-c3ccccc3Br)[nH]c2c1	-43*	-78*	-59*	-99*	-90*	-93*	-98*	0.2*
CCC(C)C(NC(=O)OC(C)(C)C)C(=O)O (configuration not stated)	111	124	122	103	106	103	108	102
ICCC(c1ccccc1)(c1ccccc1)c1ccccc1	70	73	62	50	44	75	69	75
COC(OC)C1(c2ccccc2)NC(=O)NC1=O (configuration not stated)	101	101	142	101	108	.	108	116
O=C1CC2C=CCN2C=C1c1cccs1 (configuration not stated)	101	103	110	98	100	97	101	106
CNS(=O)(=O)Oc1ccc(-c2cn3ccoc3n2)cc1	103	102	106	98	100	93	104	108
N#Cc1c(-c2ccccc2)nc(SCc2nnc(-c3ccc(Cl)cc3)o2)[nH]c1=O	98	91	103	75	89	94	109	93
O=C(O)CCCCNC(=O)c1nc(-c2ccccc2)n(-c2ccc(F)cc2)n1	105	104	107	93	101	96	109	105
O=C(Nc1ccccc1)c1cc2ccccc2s1	91	99	87	71	93	79	94	94
Cn1c(O)c(N=NC(=O)c2cc(-c3ccccc3)on2)c2ccccc21	100	125	102	88	100	90	100	95
COc1ccc(-c2nc(SCC(=O)Nc3ccc(/C(C)=N/O)cc3)[nH]c(=O)c2C#N)cc1	93	88	110	90	100	87	96	97
C=Cn1cc(C(=O)O)c(=O)c2cc(F)c(N3CCN(c4nccc(-c5nccs5)n4)CC3)cc21	-17*	-13*	-30*	-62*	-22*	-37*	-43*	-40*
COc1ccc(C(Nc2ccc3nc4n(c(=O)c3c2)CCC4)C(=O)O)cc1 (configuration not stated)	100	102	108	90	104	101	105	103
CCOC(=O)C1=C(C)N(C)C(=O)N(C)C1c1ccccc1 (configuration not stated)	92	106	110	79	100	91	96	100
COc1ccc(/C=C/c2nc(N/N=C/c3ccc(Cl)cc3)c3ccccc3n2)cc1	75	115	49	53	95	29	65	73
CCOC(=O)c1cc(C(=O)c2ccc(OC)c(OC)c2)n2ccc(/C=C/c3ccncc3)cc12	94	112	102	87	.	95	101	105
O=c1ccc(-c2ccc(F)cc2F)nn1Cc1nc2ncccc2o1	104	.	112	88	102	94	106	112
COc1cccc(/C=N/NC(N)=S)c1OC	108	101	114	94	107	100	113	106
Cc1cc(N2CCN(CC(=O)Nc3ccc4c(ccn4Cc4ccccc4)c3)CC2)nc(N2CCCCCC2)n1	55	73	42	-2.0*	79	32	58	40
N#C/C(=C\c1cccc2ccccc12)C(=O)Nc1sc2c(c1C#N)CCCC2	101	113	103	77	100	85	101	94
CCOC(=O)n1cnc2nc(N)nc(SC)c21	94	110	123	94	100	104	99	102
CC1CCC(O)C(C)C1 (configuration not stated)	98	105	101	86	97	97	96	102
CCOC=Nc1nc2c(N=Nc3ccc(OC)cc3)c(N)nn2c(-c2ccc(OC)c(OC)c2)c1C#N	93	94	89	74	94	82	92	100
COc1ccc(CNC(=O)Nc2sc3c(c2C#N)CCCC3)cc1	102	75	107	105	99	81	105	101
CC(=O)N1N=C(c2ccc3c(c2)OCO3)CC1c1ccc(C)s1 (configuration not stated)	105	99	122	80	96	95	102	97
CC(O)(C(=O)O)C(c1ccccc1)c1ccccc1 (configuration not stated)	102	100	113	84	101	103	111	112
N#Cc1sc2nc(-c3cnccn3)cc(-c3cccs3)c2c1N	90	131	86	73	119	90	85	97
COc1cc2nc(Cl)nc(Nc3cccc(C4=Nc5c(N)nc(N)nc5NC(c5ccc(Cl)cc5)C4)c3)c2cc1OC (configuration not stated)	74	115	88	90	-52*	87	102	80
Cc1c(C(=O)NCCc2ccc(N3CCCCC3)cc2)[nH]c2ccc(Cl)cc2c1=O	.	84	84	76	98	72	88	81
Nc1nc2nn(-c3ccccc3)nc2c(=O)[nH]1	97	87	.	85	102	97	96	94
CCOC(=O)C/C(=N\Nc1cc(=O)[nH]c2ccc(Cl)cc12)C(=O)OCC	95	104	98	84	106	92	99	96

Full records from above. Order of screens: SN12C, TK-10, IGROV1, UO-31, 786-0, CAKI-1, ACHN, NCI/ADR-RES
`CCOC=Nc1nc2c(N=Nc3ccc(OC)cc3)c(N)nn2c(-c2ccc(OC)c(OC)c2)c1C#N` across the screens: 93, 94, 89, 74, 94, 82, 92, 100
`CCOC(=O)n1cnc2nc(N)nc(SC)c21` across the screens: 94, 110, 123, 94, 100, 104, 99, 102
`COc1ccc(CNC(=O)Nc2sc3c(c2C#N)CCCC3)cc1` across the screens: 102, 75, 107, 105, 99, 81, 105, 101

The list continues:
Molecule	SN12C	TK-10	IGROV1	UO-31	786-0	CAKI-1	ACHN	NCI/ADR-RES
COC(=O)C1=C(C)NC(C)=C(C(=O)OCCN(C)Cc2ccccc2)C1c1cccc([N+](=O)[O-])c1 (configuration not stated)	81	96	76	50	76	57	.	77
CCN(CC)CCNCc1ccc(Cl)cc1	105	.	107	83	102	97	96	111
O=[N+]([O-])c1ccc2c(c1)N1C(=NS(=O)(=O)c3cnccc31)O2	120	108	108	95	97	79	118	110
CCOC(=O)NCCCNC(=O)OCC	108	105	110	100	108	102	99	115
CNC(=O)c1cc(-n2ccc3cc(NC(=O)c4ccc(F)c(C(F)(F)F)c4)ccc32)ccn1	91	112	107	100	102	105	100	97
O=S(=O)(NCCCNc1nccc(-c2c(-c3cccc(F)c3)nc3occn23)n1)c1ccc(Cl)cc1	58	80	44	46	73	54	61	75
OC(Cc1cccc(/C=N/N2CCOCC2)n1)(C(F)(F)F)C(F)(F)F	102&89	105&108	107&107	80&92	99&103	99&100	99&95	103&109
CCOc1cc(C=Nc2cccc(C(F)(F)F)c2)ccc1O	101	110	98	90	104	108	102	111
O=C(O)c1cccc2c1C(=O)c1cccc3snc-2c13	93	95	92	85	97	94	94	100
C=C(C)[C@@H]1CC[C@]2(COS(=O)(=O)c3ccc(C)cc3)CC[C@]3(C)[C@H](CC[C@@H]4[C@@](C)(CCCN)[C@H](C(=C)C)CC[C@]43C)[C@@H]12	89	102	98	76	97	66	90	101

Screening results: PubChem BioAssay, NCI

Not a hit list; any-hit rate near 9.3%.
